C8 TRAIL sens: sensitizes caspase-8 expressing cells to TRAIL; NB7+C8 cells + TRAIL, ATPlite viability luminescence; inhibition (viability loss, TRAIL sensitization), % at 10 µM; actives 1% (n = 360,000); AID 624354;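 active = compounds causing at least 50% loss of cell viability in the single-dose screen, relative to plate controls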
SRC3 inh: human NCOA3 inhibition | actives 0.17% (n = 360,000) | HEK293 GAL4-SRC3 luciferase reporter, luminescence | Q9Y6Q9 | inhibition, % at 3.6 µM;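 active = inhibition above a per-campaign cutoff, the mean of all compounds plus 3 SD, cut at about 60% in these data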;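 also: 0% = DMSO-treated cells and 100% = gossypol-treated cells at 36 µM; higher means less SRC3-driven luciferase light from the GAL4 reporter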
NR2F2 inh: blocks human COUP-TFII nuclear receptor | HEK293T NGFI-A luciferase reporter, luminescence | inhibition, % at 8.6 µM | actives 0.7% (n = 370,000) | AID 686940;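 active = inhibition above a per-plate cutoff, mean inhibition of test wells between control levels plus 3 SD, cut at about 38% in these data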;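 also: cells cotransfected with COUP-TFII expression vector driving the NGFI-A reporter; 0% = median of COUP-TF2 test wells and 100% = reporter-only cells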
TWEAK Fn14 block: TWEAK-Fn14 signaling inhibition; TWEAK-stimulated Fn14 reporter cells, luciferase luminescence, 8 h; inhibition, % at 10 µM; actives 2% (n = 360,000); AID 1159606; in the data active = inhibition above about 50%
TROY signal inh: blocks TROY-dependent signaling in reporter cells; Q293 LMP1-TROYcd NF-kB luciferase reporter, 4 h; inhibition, % at 10 µM; actives 0.98% (n = 360,000);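 active = compounds whose plate-normalised and pattern-corrected inhibition of the luciferase reporter signal at the single screening dose is 50% or more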
NCOA1 inh: human NCOA1 inhibition; inhibition, % at 3.6 µM; HEK293 GAL4-SRC1 luciferase reporter, luminescence; actives 0.12% (n = 360,000); AID 588354;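 active = inhibition above the campaign mean plus 3 SD, with each screening campaign given its own cutoff, cut at about 60% in these data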;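 also: 0% = DMSO treated cells and 100% = gossypol at 36 µM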
LMP1 NFkB inh: inhibitors of Epstein-Barr LMP1-induced NF-kappaB reporter; LMP1-induced NF-kappaB luciferase reporter cells, luminescence; inhibition, % at 12.5 µM; actives 0.69% (n = 350,000); in the data active = inhibition above about 41%;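 also: 0% = neutral control wells and 100% = reference inhibitor control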
SRC2 inh: human SRC2 (NCOA2) inhibition; Q15596; HEK293 GAL4-SRC2 luciferase reporter, luminescence; inhibition, % at 9 µM; actives 0.17% (n = 370,000); AID 651957;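 active = inhibition above the mean inhibition of all tested compounds plus 3 SD, set per campaign, cut at about 52% in these data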;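 also: 0% = DMSO treated cells and 100% = cells given Gossypol at 36 µM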
Target sequence (Q15596 whole entry, looked up, the tested form may be a part): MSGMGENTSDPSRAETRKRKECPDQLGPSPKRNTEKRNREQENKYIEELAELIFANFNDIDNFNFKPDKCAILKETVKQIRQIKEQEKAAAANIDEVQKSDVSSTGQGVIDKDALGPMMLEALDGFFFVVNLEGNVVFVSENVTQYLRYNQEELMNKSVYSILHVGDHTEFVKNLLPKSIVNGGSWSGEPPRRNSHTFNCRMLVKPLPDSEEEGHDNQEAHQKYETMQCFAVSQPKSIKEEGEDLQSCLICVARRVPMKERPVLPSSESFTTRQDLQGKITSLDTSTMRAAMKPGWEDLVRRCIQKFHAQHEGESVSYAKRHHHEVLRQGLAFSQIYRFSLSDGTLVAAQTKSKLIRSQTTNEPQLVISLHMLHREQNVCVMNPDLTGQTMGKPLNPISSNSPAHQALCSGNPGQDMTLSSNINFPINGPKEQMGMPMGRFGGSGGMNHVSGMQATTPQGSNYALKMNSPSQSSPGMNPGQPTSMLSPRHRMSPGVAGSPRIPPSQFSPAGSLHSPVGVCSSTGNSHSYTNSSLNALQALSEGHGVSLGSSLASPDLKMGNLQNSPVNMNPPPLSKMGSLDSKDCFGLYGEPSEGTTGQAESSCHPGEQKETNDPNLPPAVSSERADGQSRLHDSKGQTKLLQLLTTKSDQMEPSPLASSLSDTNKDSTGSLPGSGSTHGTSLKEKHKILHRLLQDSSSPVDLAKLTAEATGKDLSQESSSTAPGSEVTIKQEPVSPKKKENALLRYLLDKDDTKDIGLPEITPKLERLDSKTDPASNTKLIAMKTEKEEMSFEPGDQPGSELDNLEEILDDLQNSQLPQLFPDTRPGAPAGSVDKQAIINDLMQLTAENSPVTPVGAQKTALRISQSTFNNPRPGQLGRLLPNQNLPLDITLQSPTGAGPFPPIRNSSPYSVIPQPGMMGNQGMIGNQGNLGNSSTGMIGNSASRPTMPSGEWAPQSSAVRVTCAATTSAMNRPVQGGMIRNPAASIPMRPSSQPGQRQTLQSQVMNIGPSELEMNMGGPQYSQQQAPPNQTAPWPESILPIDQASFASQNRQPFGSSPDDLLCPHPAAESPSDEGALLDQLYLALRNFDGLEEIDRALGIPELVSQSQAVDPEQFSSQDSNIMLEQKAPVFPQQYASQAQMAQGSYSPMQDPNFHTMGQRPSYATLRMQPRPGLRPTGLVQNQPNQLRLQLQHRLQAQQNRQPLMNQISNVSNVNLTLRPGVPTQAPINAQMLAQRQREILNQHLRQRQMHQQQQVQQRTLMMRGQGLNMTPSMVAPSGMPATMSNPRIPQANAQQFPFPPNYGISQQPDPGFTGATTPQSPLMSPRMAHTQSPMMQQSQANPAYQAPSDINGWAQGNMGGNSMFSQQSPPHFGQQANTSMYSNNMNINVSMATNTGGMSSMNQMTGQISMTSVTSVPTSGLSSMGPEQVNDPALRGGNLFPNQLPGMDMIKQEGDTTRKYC
NR5A2 inv ag: NR5A2 inverse agonism in reporter assay; O00482; HEK293T StAR-luciferase reporter, LRH-1 transfected, 24 h; inhibition, % at 3.6 µM; actives 0.13% (n = 360,000); AID 602396;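 active = inhibition above the mean inhibition of all tested compounds plus 3 SD, cut at about 73% in these data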;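 also: 0% = DMSO wells and 100% = reporter-only cells lacking LRH-1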
TLR9-MyD88 block: inhibitors of human TLR9-MyD88 binding; Q9NR96+Q99836; CHO BLA complementation TLR9-MyD88, CCF4 FRET ratio; inhibition, % at 4.98 µM; actives 0.21% (n = 340,000); AID 504734;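 active = inhibition above the mean over all tested compounds plus 3 SD, cut at about 21% in these data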;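 also: 0% = DMSO only wells and 100% = clavulanate BLA inhibitor control wells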
NOD2 RIPK2 PPI: blocks binding of human NOD2 to RIPK2; CHO BLA complementation NOD2-RIPK2, CCF4 ratio; actives 0.38% (n = 360,000); inhibition, % at 4.98 µM; in the data active = inhibition above about 21%;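 also: 0% = vehicle only and 100% = reference blocker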
An asterisk follows results filed as active; / = no result given. An excerpt (hit frequency here may not be typical).

SMILES	C8 TRAIL sens	SRC3 inh	NR2F2 inh	TWEAK Fn14 block	TROY signal inh	NCOA1 inh	LMP1 NFkB inh	SRC2 inh	NR5A2 inv ag	TLR9-MyD88 block	NOD2 RIPK2 PPI
NC(=O)c1ccccc1OCC(=O)NS(=O)(=O)c1ccccc1	-1	-5	14	12	-8	-2	-3	-1	-5	-4	-6
CC(C)(C)C(=O)NCc1ccc(C(=O)CN2C(=O)NC3(CCCC3)C2=O)s1	5	-1	15	-6	-11	22	-4	19	0	4	-1
Cc1ccccc1NS(=O)(=O)c1ccc(C(=O)NCc2ccccc2CN2CCCC2)cc1	15	-12	-16	-4	12	10	-8	-6	-76	6	-4
C=CC(=O)Oc1ccc(N2Cc3ccccc3C2=O)cc1	7	-36	/	35	11	-69	/	/	-43	/	-4
Cc1cccc(NC(=S)N2CCOCC2)c1C	-8	1	10	10	-3	2	1	0	-10	-4	-5
O=C(Nc1ccccc1Cl)c1cc(C2CCCCN2C(=O)CCc2ccccc2)on1 (stereo unspecified)	6	-8	6	-15	-3	-10	/	-2	-23	/	-6
Cc1coc(C)c1C(=O)CC1(O)C(=O)N(C)c2ccc(Cl)cc21 (stereo unspecified)	1	1	1	10	15	2	1	-1	13	2	2
CN(C)CCOC(=O)C12CC3CC(C1)CC(C(=O)OCCN(C)C)(C3)C2	-2	7	-3	-8	-5	-3	1	-44	-10	-8	-5
COc1ccc(-c2c/c(=N\c3nc(-c4ccccc4)c(C)s3)c3ccccc3o2)cc1O	4	4	-15	-54	-30	-13	5	-17	-6	3	-2
COc1ccc(N2C(=O)C3C(C2=O)C(C(=O)c2ccc(Cl)cc2)N2CCCC32)cc1 (stereo unspecified)	-17	2	-12	16	-8	-32	-2	-13	-5	1	-3
NC(=O)[C@H]1CC2(CC(c3cccc(NC(=O)CC(c4ccccc4)c4ccccc4)c3)=NO2)CN1C(=O)C(c1ccccc1)c1ccccc1 (stereo partly specified)	19	8	17	26	4	1	3	6	2	0	17
CC1CC/C(=N/Nc2ccccc2)C(=O)N1 (stereo unspecified)	-7	-17	-14	-9	-60	-28	-6	1	-14	8	-9
COc1ccc(CN(C)C(=O)CNC(=O)c2ccc(C)cc2)cc1	0	9	0	-8	-7	13	0	8	2	-3	5
COCCN(C(=O)CCC(=O)Nc1ccccn1)C(C(=O)NCCC(C)C)c1ccc(F)cc1 (stereo unspecified)	-3	-13	8	28	-17	0	6	21	3	-11	0
CCOc1ccc(C(=O)NCC(=O)NCC(c2cccs2)N2CCOCC2)cc1 (stereo unspecified)	6	18	11	4	-11	-28	2	9	-27	1	-4
Cc1ccc(/C=N/n2cnc3sc4c(c3c2=O)CCCC4)o1	2	4	-1	19	2	11	-17	9	11	-7	-3
CC(OC(=O)CN1C(=O)NC2(CCCCC2C)C1=O)c1ccccc1 (stereo unspecified)	-10	8	-2	-4	8	-6	-1	-36	-4	2	-5
COc1ccc(NC(=O)c2cc(-c3cccs3)on2)cc1OC	6	8	-6	-35	-10	4	3	-38	-1	-1	-13
O=C(NC(=S)NNS(=O)(=O)c1ccc(Cl)cc1)c1cccnc1	1	12	5	-10	8	3	-4	-5	6	/	-12
Cn1ncc(Cl)c1C(=O)NNC(=O)Nc1cccc2ccccc12	-8	12	2	11	18	-16	-4	-11	5	7	-1

Some of these compounds in order of SMILES length, ascending:
SMILES	C8 TRAIL sens	SRC3 inh	NR2F2 inh	TWEAK Fn14 block	TROY signal inh	NCOA1 inh	LMP1 NFkB inh	SRC2 inh	NR5A2 inv ag	TLR9-MyD88 block	NOD2 RIPK2 PPI
COc1ccc(CN(C)C(=O)CNC(=O)c2ccc(C)cc2)cc1	0	9	0	-8	-7	13	0	8	2	-3	5
CCOc1ccc(C(=O)NCC(=O)NCC(c2cccs2)N2CCOCC2)cc1 (stereo unspecified)	6	18	11	4	-11	-28	2	9	-27	1	-4
O=C(Nc1ccccc1Cl)c1cc(C2CCCCN2C(=O)CCc2ccccc2)on1 (stereo unspecified)	6	-8	6	-15	-3	-10	/	-2	-23	/	-6
COCCN(C(=O)CCC(=O)Nc1ccccn1)C(C(=O)NCCC(C)C)c1ccc(F)cc1 (stereo unspecified)	-3	-13	8	28	-17	0	6	21	3	-11	0
COc1ccc(N2C(=O)C3C(C2=O)C(C(=O)c2ccc(Cl)cc2)N2CCCC32)cc1 (stereo unspecified)	-17	2	-12	16	-8	-32	-2	-13	-5	1	-3

Later entries.
SMILES	C8 TRAIL sens	SRC3 inh	NR2F2 inh	TWEAK Fn14 block	TROY signal inh	NCOA1 inh	LMP1 NFkB inh	SRC2 inh	NR5A2 inv ag	TLR9-MyD88 block	NOD2 RIPK2 PPI
COc1cc(CC(NC(C)=O)C(=O)NC2CCN(C(=O)c3ccc(C)cc3)CC2)cc(OC)c1 (stereo unspecified)	-4	-14	-3	3	-12	-19	-11	-34	2	8	-6
CCOC(=O)c1cc2c(c(CCO)n1)[C@H](CCO)N(S(=O)(=O)C(C)(C)C)C2	-7	-20	-6	3	8	1	-5	-24	-3	-5	-2
CCCCCCCCCCCCCCC(O)C[N+](C)(CCO)CCO (stereo unspecified)	88*	1	23	-50	0	0	0	7	-18	5	9
O=C(Oc1ccc(Cl)c(Cl)c1)C1=CC=CN2CCS(=O)(=O)N=C12	-18	12	1	5	-15	-8	33	-15	12	-2	-6
O=C(Nc1cccc(F)c1)c1ccc(-c2cccnc2)c2ccoc12	41	-102	/	77*	40	-86	/	/	-155	/	8
COc1c(S(=O)(=O)n2nc(C)cc2C)ccc(Cl)c1Cl	-14	5	12	8	-18	-8	3	2	-5	0	-1
CC1(C)Cc2c(C#N)c(NCCO)nc(-c3ccco3)c2CO1	-4	-1	-12	-8	-17	2	-4	21	-4	/	-1
Cc1ccc2nc(-c3ccccc3)c(Cc3ccccc3C(F)(F)F)n2c1	11	-76	-29	23	-27	-77	/	-36	-113	/	-3
COc1ccccc1NC(=O)CSc1nc2ccccc2n1C(C)=O	3	14	8	8	10	9	-1	0	7	-2	-7
Brc1cccc(OCCCNC2CCCC2)c1	3	-6	-16	10	22	5	-18	5	-14	-5	3
CCn1c(O)c(N=Nc2ccc(Cl)c(C(=O)O)c2)c2ccccc21	-4	2	-18	-6	-18	-6	-10	20	-48	-5	3
COc1cc(/C=N/NC(=O)c2cc(O)cc(O)c2)ccc1OC(=O)c1ccccc1	-6	12	7	-8	18	8	-6	-12	-20	-8	-1
CC(C)(C)C(=O)CN1C2=NCCN2c2ccccc21	3	4	-16	9	-5	2	-15	-15	-11	-5	-7
Cc1nnc(N/N=C/c2cccs2)[nH]c1=O	-1	-10	-15	6	3	10	1	-4	9	-2	-8
Cc1nnc(-c2ccccc2)c[n+]1[O-]	-1	7	-23	3	-3	6	-3	-14	4	4	3
CCOC(=O)C1=C(C)N(CCCC(=O)O)C(=O)NC1c1cccs1 (stereo unspecified)	-7	6	-15	6	-43	2	5	8	3	5	1
COc1cccc(-c2cccc(NC(=O)C3CCN(Cc4ccc(C)o4)CC3)c2)c1	5	2	-13	-11	-3	3	-7	-31	0	-7	-1
Cc1ccnc(NS(=O)(=O)c2ccc(NC(=O)C3CC3)cc2)n1	1	-11	5	-4	1	10	-5	10	0	1	-2
CSCCC(NC(=O)COc1ccccc1)C(=O)NCc1cccs1 (stereo unspecified)	-21	2	-3	-5	10	-21	-3	-44	5	5	-12
CCC(C)NC(=O)Cn1c(COc2ccc(Cl)cc2Cl)nc2ccccc21 (stereo unspecified)	6	-60	-28	-26	-40	-79	-36	-60	-88	-42	1
CCc1ccc(C(=O)NNC(=O)c2ccc(=O)n(C)n2)cc1	-21	-4	-20	5	15	5	-7	1	0	-5	6
COc1ccc(C(O)c2ncc(C(F)(F)F)cc2Cl)cc1 (stereo unspecified)	9	7	12	10	0	9	6	-11	20	-5	5
S=C(NCCN1CCCCC1)Nc1ccccc1	1	-16	10	-1	20	-50	4	-52	-13	3	-9
Nc1cc(=O)[nH]c(SCC(=O)N2N=C(c3ccc4ccccc4c3)CC2c2ccccc2)n1 (stereo unspecified)	7	5	12	-9	-33	2	-7	1	-3	7	-3
COC(=O)c1sccc1NC(=O)c1ccc(C(C)C)cc1	3	-14	0	-31	-57	-54	-10	-7	-1	-8	-5
COc1ccccc1NC(=O)CN1CCC(n2c(C)nc3cc(F)ccc32)CC1	12	6	8	0	11	-17	13	-17	-21	-14	-2
CCCCn1c(N)c(N(CCOC)C(=O)c2cccc(S(=O)(=O)N(C)c3ccc(C)cc3)c2)c(=O)[nH]c1=O	5	8	9	17	2	-9	3	-6	4	9	-1
CC1=C(C(=O)OC(C)C)C(c2cccs2)C(C(=O)OC(C)C)=C(C)N1	2	25	22	13	-3	5	0	3	5	5	-1
O=C(Oc1ccc(/C=N/O)cc1)c1ccccc1	1	-14	-29	-40	-46	-2	1	-19	-10	15	5
CCNS(=O)(=O)c1cc(OC)c(Cl)cc1OC	-2	21	7	1	-5	10	4	7	-13	12	-4
CC(C)(C)OC(=O)N1Cc2ccccc2C[C@H]1C(=O)NCC(=O)NC1CCCCC1	10	21	-25	5	-14	10	-12	-6	10	9	-7
CC(C)(CNC(=O)Cc1ccc(Cl)cc1Cl)N1CCOCC1	11	3	-6	34	3	-7	3	-6	13	-2	-2
O=C(Nc1ccn(CCCNCCCN2CCCC2=O)c(=O)n1)OCc1ccccc1	9	-10	10	2	4	15	-7	4	-7	-9	5
C/C(Cl)=C/Cn1c(NCCCn2ccnc2)nc2c1c(=O)[nH]c(=O)n2C	-8	6	-10	-4	-3	12	7	-8	-3	0	-1
CCOC(=O)/C=C/c1ccc(C(F)(F)F)cc1S(=O)(=O)NC(C)(C)C	-1	8	16	5	-16	5	-9	-5	-5	-9	3
Nc1nnn(CC(=O)N/N=C/c2cn[nH]c2-c2ccccc2)n1	5	15	0	8	-9	-10	2	-27	15	9	-11
CC1=C(C#N)C(NC(=O)c2ccco2)(C(F)(F)F)C(=O)N1 (stereo unspecified)	-13	18	-14	17	1	-4	10	-21	17	10	0
CCOC(=O)C1=C(C)NC(=O)NC1c1ccccc1OCc1c(F)cccc1Cl (stereo unspecified)	-2	17	8	8	12	10	2	8	1	-19	4
Cc1cc(C)c(NC(=O)c2ccccc2N(C)S(C)(=O)=O)c(C)c1	-11	-19	20	0	1	3	2	21	9	-6	-8
CN1CCN(CC(=O)NC(=O)NC2CCCCC2)CC1	1	27	18	4	-12	-18	1	-10	-8	1	-14
C[C@@H]1CN([C@@H](C)CO)C(=O)CCCn2nncc2CO[C@@H]1CN(C)C(=O)Cc1ccccc1	1	-3	7	-5	-3	2	4	9	17	-6	-8
O=C1c2cccc3cccc(c23)C(=O)N1CCc1ccccc1	8	-59	-37	-16	-23	-80	-27	-108	-78	-4	3
O=C(NCc1ccc2c(c1)OCO2)c1cc([N+](=O)[O-])ccc1N1CCOCC1	21	23	/	9	9	1	13	/	13	4	-12
CCCCC(=O)Nc1nnc(S(=O)(=O)N(C)Cc2ccco2)s1	-5	12	-4	17	22	0	-12	2	-4	0	3
Fc1ccc(-c2nnc(CN3CCC(c4nc5ccccc5s4)CC3)o2)cc1	11	-5	1	53*	23	-3	10	4	7	1	9
COc1ccc(N2C(=O)CC(N3CCN(C4CCc5ccccc5C4)CC3)C2=O)cc1 (stereo unspecified)	-9	-4	6	4	13	-3	-23	8	-4	-9	-5
O=C(Nc1ccc(N2CCOCC2)cc1)C1(S(=O)(=O)c2ccccc2)CC1	-1	3	-1	-4	-3	2	-3	8	-8	13	5

From PubChem BioAssay
